MrgX1 allo act: human MrgX1 positive allosteric modulation, primary screen; Q96LB2; MrgX1-HEK293, Fluo-4 calcium flux, FDSS; hits give high values; B-score at 10 µM; hit rate 0.63% among 310,000; AID 588675;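 active means plate-corrected calcium response at least 3 library SD above typical, normal starting fluorescence, not activating the receptor alone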;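 further: compound read alongside a low EC10 to EC30 dose of BAM8-22 agonist; peak minus trough fluorescence over baseline measured at the second addition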
AI-2 QS mod: modulates the Vibrio harveyi AI-2 quorum sensing system; activity change, % at 7.5 µM; hit rate 0.4% among 300,000; Vibrio harveyi JMH597 AI-2 luminescence/OD600 ratio, 9 h; hits give low values; strain lacks LuxN and CqsS sensors; 0 = neutral-control median; in the data active means activity change below about -75%, passing the limit was not always enough;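 further: luminescence divided by OD600 gain over 9 h not by final OD600 alone; inactives centre near 13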
TRPC6 inhibitor: mouse TRPC6 channel inhibition; B-score at 10 µM; hit rate 1.1% among 310,000; HEK293-TRPC6, membrane potential dye, ACh-evoked depolarization; hits give low values;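 active means B-score under library mean minus 3 SD, initial fluorescence not abnormally high, positive integrated signal ratio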;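 further: B-score derived from integrated fluorescence ratio over the kinetic read; more negative B-score means stronger inhibition of depolarization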
TRPC4 block: inhibitors of mouse TRPC4 channel. B-score at 10 µM. HEK293 TRPC4beta/mu-opioid, DAMGO-evoked Fluo4 calcium flux; hits give low values. hit rate 0.39% among 300,000. Q9QUQ5;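 active means B-score over 3 SD under the library average, no early fluorescence shift, positive overall ratio signal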
Target sequence (Q9QUQ5 whole entry, looked up): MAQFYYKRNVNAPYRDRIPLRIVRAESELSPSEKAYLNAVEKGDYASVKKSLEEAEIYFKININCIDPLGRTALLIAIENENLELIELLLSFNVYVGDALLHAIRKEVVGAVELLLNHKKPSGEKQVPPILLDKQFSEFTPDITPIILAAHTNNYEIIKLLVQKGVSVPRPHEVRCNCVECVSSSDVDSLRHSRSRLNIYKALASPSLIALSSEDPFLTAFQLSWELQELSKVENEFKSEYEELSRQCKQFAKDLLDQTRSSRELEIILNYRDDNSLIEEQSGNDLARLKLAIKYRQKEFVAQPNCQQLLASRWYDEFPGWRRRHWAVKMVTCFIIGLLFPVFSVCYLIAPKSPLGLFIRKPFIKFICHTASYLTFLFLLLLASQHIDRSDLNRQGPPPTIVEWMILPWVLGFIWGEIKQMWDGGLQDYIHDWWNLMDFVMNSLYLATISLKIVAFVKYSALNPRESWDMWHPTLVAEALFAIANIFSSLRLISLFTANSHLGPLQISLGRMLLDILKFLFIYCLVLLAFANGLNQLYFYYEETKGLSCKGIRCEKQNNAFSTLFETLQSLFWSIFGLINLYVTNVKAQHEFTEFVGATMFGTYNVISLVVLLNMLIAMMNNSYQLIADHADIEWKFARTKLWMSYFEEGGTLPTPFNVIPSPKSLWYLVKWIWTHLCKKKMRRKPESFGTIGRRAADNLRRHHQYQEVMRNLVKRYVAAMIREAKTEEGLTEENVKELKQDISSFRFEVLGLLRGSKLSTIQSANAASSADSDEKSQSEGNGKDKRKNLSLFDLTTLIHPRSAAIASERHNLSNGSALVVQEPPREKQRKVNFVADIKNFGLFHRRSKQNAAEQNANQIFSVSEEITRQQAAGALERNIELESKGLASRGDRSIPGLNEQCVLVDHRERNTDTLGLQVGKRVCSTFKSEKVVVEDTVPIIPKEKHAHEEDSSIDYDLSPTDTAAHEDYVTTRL
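material = TRPC4beta/mu-opioid receptor HEK293 cell line | probe or stimulus = sequential submaximal and maximal DAMGO stimulation | compound dosing = one concentration per compound | measured by = Fluo4 Ca2+ flux fluorescence | evaluation = integrated fluorescence ratio relative to baseline, converted to per-well B score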
TRPC4 act: activators of mouse TRPC4 channel; Q9QUQ5; HEK293 TRPC4beta/mu-opioid, Fluo4 calcium fluorescence; hits give high values; B-score at 10 µM; hit rate 0.49% among 310,000;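 active means B-score above 5 SD of library B-scores, and initial fluorescence ratio not above library mean plus 5 SD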;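 further: positive B-score marks a calcium rise read as TRPC4 activation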
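system = HEK293 cells stably co-expressing mouse TRPC4beta and mu-opioid receptor | schedule = Fluo4 dye loading 45 min at room temperature, 110 s recording | measure = B-scored integrated calcium fluorescence ratio | signal = Fluo4 calcium-sensitive dye fluorescence, kinetic, 1 Hz baseline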
MrgX1 antag: human MrgX1 receptor antagonism, primary screen; Q96LB2; MRGX1-HEK293 calcium flux, Fluo-4, BAM8-22 antagonism; hits give low values; B-score at 10 µM; hit rate 1.3% among 310,000; AID 588676;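 active means calcium-response B-score plate-corrected more than 3 library SD below zero, starting fluorescence within 5 deviations, no agonist response on first addition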;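 further: peak minus trough fluorescence over baseline after final BAM8-22 challenge near maximal dose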
PolyA inh: blocks polyadenylation in yeast reporter cells; calls only at 12 µM; S. cerevisiae SKY197-pL101 polyadenylation reporter, beta-gal luminescence; efflux-impaired pdr1/pdr3 knockout yeast; score 100 = 6 SD above DMSO; hit rate 0.02% among 300,000;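 active means lowest replicate activity score at least 50, where 100 means six control SD above control mean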;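 further: yeast exposed to compound for 9 h at 30 °C; higher score means more reporter readthrough which indicates perturbed polyadenylation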
TRPC4 potent: TRPC4 (mouse) allosteric potentiation | HEK293 TRPC4beta/mu-opioid, DAMGO EC20, Fluo-4 Ca2+ flux; hits give high values | hit rate 0.42% among 310,000 | B-score at 10 µM | Q9QUQ5;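 active means B-score of calcium response area above 5 SD of library B-scores, with initial fluorescence ratio within 5 SD of library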;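 further: B-score of integrated fluorescence ratio over time as area under calcium response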
HIF act: HIF pathway transcriptional activation; U2OS HRE-luciferase reporter, luminescence; normalized: DMSO 0%, desferrioxamine 100%; activation, % at 7.5 µM (by protocol); hit rate 0.32% among 300,000; AID 1910;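 active means mean activation of at least 10% of the iron chelator positive control signal, with at least half of replicates also reaching 10%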
TRPC6 activator: mouse TRPC6 channel activation; hit rate 0.13% among 310,000; HEK293-TRPC6 membrane potential dye fluorescence; hits give high values; B-score at 10 µM; Q61143;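 active means B-score of the integrated fluorescence ratio above library mean plus 3 SD, and starting fluorescence ratio within library mean plus 5 SD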;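 further: higher score means more depolarization so channel activation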
MrgX1 agonist: human MrgX1 receptor agonism, primary screen | Q96LB2 | MrgX1-HEK293 cells, Fluo-4 calcium fluorescence, agonist mode; hits give high values | B-score at 10 µM | hit rate 0.44% among 310,000 | AID 588627;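 active means calcium response B-score plate-corrected fluorescence ratio at least 3 library SD, with starting fluorescence B-score inside 5 SD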
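Assay system: stable human MrgX1 HEK293 cell line. Quantity: 15,000 cells per well. Schedule: cells plated overnight, dye loaded 0.5 h 37 °C, 0.5 h room temperature. Detection: Fluo-4 NW calcium-flux fluorescence, kinetic read. Read-out basis: peak-minus-minimum fluorescence over baseline, converted to B scores. Control set: positive and negative control wells on each plate.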
Starred values were filed as active, the others as inactive; i = inactive; / = no result given. This is a subset (hit frequency here may not be typical).

SMILES | MrgX1 allo act | AI-2 QS mod | TRPC6 inhibitor | TRPC4 block | TRPC4 act | MrgX1 antag | PolyA inh | TRPC4 potent | HIF act | TRPC6 activator | MrgX1 agonist
S=C(Nc1ccccc1)Nc1nc2ccccc2n1CCOc1ccc(Br)cc1 | i | 31 | i | i | i | i | i | i | -11 | i | i
CN(C)/C=C/C(=O)c1ccc(C(F)(F)F)cc1F | i | 6 | i | i | i | i | i | i | 0.0 | i | i
CCN(CC)c1ccc(CNc2nnnn2C)cc1 | i | -6 | i | i | i | i | i | i | -2.1 | i | i
Cc1nc2ccc(S(=O)(=O)NC(C(=O)Nc3nccs3)C(C)C)cc2s1 (stereo not given) | i | 26 | i | i | i | i | i | i | / | i | i
CSC1=N/C(=C\c2ccc(Cl)cc2)C(=O)N1N(C)C | i | / | i | i | i | i | i | i | 0.6 | i | i
NNc1nc2c(Cl)c(Cl)ccc2s1 | i | 19 | i | i | i | i | i | i | 1.0 | i | i
COc1cccc(C(=O)NCC2CCCN2S(=O)(=O)c2ccccc2)c1 (stereo not given) | i | 42 | i | i | i | i | i | i | 0.9 | i | i
O=C(NC1CCCCC1)c1cc(C(=O)c2ccccc2Br)c[nH]1 | i | 15 | i | i | i | i | i | i | -1.1 | i | i
CC(NC(=O)C1CCC(=O)N1Cc1ccccc1Cl)c1ccccc1 (stereo not given) | i | 19 | i | i | i | i | i | i | 1.2 | i | i
CCOC(=O)C1CCN(Cc2ccc(OCc3ccccc3)c(OC)c2)CC1 | i | 16 | i | i | i | i | i | i | 0.2 | i | i
O=C(c1ccc([N+](=O)[O-])cc1)N1CCN(c2cccc3[nH]ccc23)CC1 | i | 8 | i | i | i | i | i | i | -0.7 | i | i
Brc1ccc(Sc2cnc3ccccc3n2)cc1 | i | 18 | i | i | i | i | i | i | 0.8 | i | i
O=C(Nc1ccc(F)c(Cl)c1)Nn1cnnc1 | i | 3 | i | i | i | i | i | i | -0.1 | i | i
COc1ccc(-c2nc(CSCC(=O)NC3CC3)c(C)o2)cc1OC | i | 15 | i | i | i | i | i | i | 0.0 | i | i
CC(=O)Nc1ccc(CN2CCCCCC2)cc1 | i | 7 | i | i | i | i | i | i | -0.3 | i | i
COC(=O)C1CCN(Cc2cn(-c3ccccc3)nc2-c2ccc3c(c2)OCO3)CC1 | i | 7 | i | i | 83* | i | i | i | 0.3 | i | i
O=C(CSc1ccc2nnc(CCNC(=O)c3ccccc3)n2n1)NC1CCCC1 | i | 16 | i | i | i | i | i | i | -1.1 | i | i
COc1ccc(CCn2c(C)cc3c(c2=O)C(c2ccncc2)C(C#N)=C(N)O3)cc1OC (stereo not given) | / | 8 | i | i | i | / | i | i | -0.2 | i | /
COc1cc(C2C(C(C)=O)=C(O)C(=O)N2c2ccc(C)cc2)ccc1O (stereo not given) | i | 11 | i | i | i | i | i | i | -0.4 | i | i
CCCOc1ccc(/C=N/n2nnnc2N)cc1OC | i | -36 | i | i | i | i | i | i | 0.8 | i | i
Cc1ccnc2nc(C(=O)OCC(=O)c3c[nH]c4ccccc34)nn12 | i | 14 | i | i | i | i | i | i | -0.1 | i | i
Cc1ccc(C)c(N2CCN(C(=O)c3cc(S(=O)(=O)N4CCOCC4)cn3C)CC2)c1 | i | 11 | i | i | i | i | i | i | -0.4 | i | i
Cc1cccc(N(CC(=O)NCCSCc2ccccc2)S(C)(=O)=O)c1C | i | 34 | i | i | i | i | i | i | 0.0 | i | i
O=C1CS/C(=N/N=C/c2ccccc2)N1c1ccc(O)cc1 | i | / | i | i | i | i | i | i | -10.0 | i | i
CCOc1ccc(N2CC(=O)Nc3ccccc3NCC2=O)cc1 | i | 14 | i | i | i | -5.9* | i | i | -0.6 | i | i

A run of entries of the results above:
SMILES | MrgX1 allo act | AI-2 QS mod | TRPC6 inhibitor | TRPC4 block | TRPC4 act | MrgX1 antag | PolyA inh | TRPC4 potent | HIF act | TRPC6 activator | MrgX1 agonist
COc1ccc(-c2nc(CSCC(=O)NC3CC3)c(C)o2)cc1OC | i | 15 | i | i | i | i | i | i | 0.0 | i | i
CC(=O)Nc1ccc(CN2CCCCCC2)cc1 | i | 7 | i | i | i | i | i | i | -0.3 | i | i
COC(=O)C1CCN(Cc2cn(-c3ccccc3)nc2-c2ccc3c(c2)OCO3)CC1 | i | 7 | i | i | 83* | i | i | i | 0.3 | i | i
O=C(CSc1ccc2nnc(CCNC(=O)c3ccccc3)n2n1)NC1CCCC1 | i | 16 | i | i | i | i | i | i | -1.1 | i | i
COc1ccc(CCn2c(C)cc3c(c2=O)C(c2ccncc2)C(C#N)=C(N)O3)cc1OC (stereo not given) | / | 8 | i | i | i | / | i | i | -0.2 | i | /
COc1cc(C2C(C(C)=O)=C(O)C(=O)N2c2ccc(C)cc2)ccc1O (stereo not given) | i | 11 | i | i | i | i | i | i | -0.4 | i | i
CCCOc1ccc(/C=N/n2nnnc2N)cc1OC | i | -36 | i | i | i | i | i | i | 0.8 | i | i
Cc1ccnc2nc(C(=O)OCC(=O)c3c[nH]c4ccccc34)nn12 | i | 14 | i | i | i | i | i | i | -0.1 | i | i
Cc1ccc(C)c(N2CCN(C(=O)c3cc(S(=O)(=O)N4CCOCC4)cn3C)CC2)c1 | i | 11 | i | i | i | i | i | i | -0.4 | i | i
Cc1cccc(N(CC(=O)NCCSCc2ccccc2)S(C)(=O)=O)c1C | i | 34 | i | i | i | i | i | i | 0.0 | i | i
O=C1CS/C(=N/N=C/c2ccccc2)N1c1ccc(O)cc1 | i | / | i | i | i | i | i | i | -10.0 | i | i
CCOc1ccc(N2CC(=O)Nc3ccccc3NCC2=O)cc1 | i | 14 | i | i | i | -5.9* | i | i | -0.6 | i | i

Further compounds follow:
SMILES | MrgX1 allo act | AI-2 QS mod | TRPC6 inhibitor | TRPC4 block | TRPC4 act | MrgX1 antag | PolyA inh | TRPC4 potent | HIF act | TRPC6 activator | MrgX1 agonist
COC(=O)c1cc(OC)c(OC)cc1NC(=O)c1ccoc1C | / | -15 | i | i | i | / | i | i | -0.2 | i | /
COc1ccc(CC(C(=O)Nc2ccc(OC)cc2)c2nn[nH]n2)cc1 (stereo not given) | i | 8 | i | i | i | i | i | i | -1.1 | i | i
COCC(=O)NC1CC2CCCC(C1)N2Cc1ccccc1 (stereo not given) | i | -4 | i | i | i | i | i | i | -0.1 | i | i
CCCC(=O)Nc1ccc2c(c1)C(=O)NC2=O | i | 7 | i | i | i | i | i | i | -0.3 | i | i
CC1(C)CC(=O)C2=C(C1)OC(N)=C(C#N)C2c1cccc(OC(=O)c2ccco2)c1 (stereo not given) | i | 3 | i | i | i | i | i | i | -16 | i | i
CCOC(=O)C(=O)Nc1nccs1 | i | 14 | i | i | i | i | i | i | -0.2 | i | i
Cc1ccc(/C=N/NC(=O)c2ccccc2OCc2ccc(F)cc2)o1 | i | 22 | i | i | i | i | i | i | 0.0 | i | i
CCn1c(/C=C/c2cc[n+](C)cc2)nc2ccccc21 | i | 1 | i | i | i | -5.9* | i | i | 1.2 | i | i
Cc1ccc2nc(N(CCN(C)C)C(=O)/C=C/c3cccs3)sc2c1 | i | 12 | i | i | i | i | i | i | -1.7 | i | i
Cc1ccc(C23CC4CC(CC(CC(=O)N5CCOCC5)(C4)C2)C3)cc1 | i | 40 | i | i | i | i | i | i | -0.8 | i | i
Cc1ccc(C(=O)NCC(=O)NCC(=O)OCC(=O)c2cccs2)cc1 | i | 16 | i | i | i | i | i | i | -0.3 | i | i
CCOc1ccc(NC(=S)N2CCC(c3ccc(C)cc3)C2)cc1 (stereo not given) | i | -1 | i | i | i | i | i | i | 0.9 | i | i
CN(C)CCNc1nc(-c2ccccc2)c2c(c1C#N)CC(C)(C)OC2 | i | 17 | i | i | i | i | i | i | -0.1 | i | i
Brc1ccc(-c2cnc(-c3cccs3)o2)cc1 | i | -8 | i | i | i | i | i | i | 4.3 | i | i
Cc1ccc2nsnc2c1S(=O)(=O)NCc1ccncc1 | i | 18 | i | i | i | i | i | i | 0.3 | i | i
CCOC(=O)C1CCN(S(=O)(=O)c2ccc(OC)c(Cl)c2)CC1 | i | 33 | i | i | i | i | i | i | -0.4 | i | i
O=C(CC1CS(=O)(=O)CC1CC(=O)Nc1ccc2c(c1)OCCO2)Nc1ccc2c(c1)OCCO2 (stereo not given) | i | 14 | i | i | i | i | i | i | -3.1 | i | i
CCOc1ccc(N=C(NC#N)SC)cc1 | i | 1 | i | i | i | i | i | i | 0.0 | i | i
COc1cccc(NC(=O)CN(C)CC(=O)Nc2cccc(C(F)(F)F)c2)c1 | i | 11 | i | i | i | i | i | i | 1.2 | i | i
COc1ccc(CNC(=O)CN(Cc2ccccc2)C(=O)CCC(=O)Nc2ccccn2)cc1 | i | 13 | i | i | i | i | i | i | -0.7 | i | i
CCOCc1cc(CN2CCCC(CNC(=O)c3ccco3)C2)ccc1OC (stereo not given) | i | 14 | i | i | i | i | i | i | 0.1 | i | i
CC(C(=O)NC1C=CS(=O)(=O)C1)N1C(=O)/C(=C/c2cccc(Cl)c2)SC1=S (stereo not given) | i | 15 | i | i | i | i | i | i | -1.1 | i | i
CCC(c1nnnn1C(C)(C)CC)N1CCN(c2ccccc2F)CC1 (stereo not given) | i | 19 | i | i | i | i | i | i | 1.2 | i | i
O=C(/C=C/c1cccc(Cl)c1)NCCCN1CCOCC1 | i | 9 | i | i | i | i | i | i | 0.3 | i | i
C/C(=N/NC(=O)c1ccc(Cn2cccn2)o1)c1cccc(NC(=O)c2ccncc2)c1 | / | 29 | i | -6* | 62* | / | i | i | -1.1 | i | /
O=C(Nc1nnc(C2COc3ccccc3O2)o1)c1ccc(F)cc1 (stereo not given) | i | -225* | i | i | i | i | i | i | -0.1 | i | i
Cc1noc(C)c1CSCC(=O)Nc1cc(C(F)(F)F)ccc1N1CCCCC1 | i | 5 | i | i | i | i | i | i | 0.3 | i | i

Assay outcomes (PubChem BioAssay)
